Source: PubChem BioAssay (National Center for Advancing Translational Sciences (NCATS))
LDHA block: blocks human lactate dehydrogenase A; P00338; purified LDHA, NADH/diaphorase-resazurin fluorescence; hits give low values; activity change, % (values are at about 110 or 230 µM); 0.15% of 480,000 active; in the data active = activity change below about -30%; inconclusive = mostly about -25% to -30%;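 also: plate controls were DMSO wells for no effect and wells without enzyme for full effect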
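Resorufin fluorescence (ex540/em590), read at 0 and 20 min after diaphorase/resazurin addition, reports the NADH left after a 5 min room-temperature reaction of 2 nM human LDH5 with 0.06 mM NADH and 0.2 mM pyruvate.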
POLH inh: inhibitors of human DNA polymerase eta; Potency, µM (series often up to 114 µM), without a hit: at the highest dose activity change, negative = inhibition, hits mostly inhibitors; recombinant Pol eta, fluorescent DNA replication assay; 1.2% of 390,000 active; Q9Y253; also: potency is read from the fitted curve at half-maximal effect; % is scaled to controls: 0 for no effect and ±100 for the full control effect
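Pol eta (10 nM) was preincubated with compounds for 15 min at room temperature, after which fluorescent replication substrate (50 nM final) was added to start the reaction. Fluorescence was read kinetically at 0 and 10 min.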
APE1 inh: inhibitors of human APE1 endonuclease; Potency, µM (titrated, usually from 65.8 µM), for inactives: top-dose activity change, negative = inhibition, actives largely listed as inhibitors; recombinant APE1, TAMRA/BHQ-2 abasic DNA cleavage fluorescence; 0.35% of 350,000 active;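 also: potency is read from the fitted curve at half-maximal effect; plate controls were vehicle for no effect and reference inhibitor for full effect; nearly all actives have a fitted effect of over 55% in size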
Target sequence (P27695 whole entry, looked up): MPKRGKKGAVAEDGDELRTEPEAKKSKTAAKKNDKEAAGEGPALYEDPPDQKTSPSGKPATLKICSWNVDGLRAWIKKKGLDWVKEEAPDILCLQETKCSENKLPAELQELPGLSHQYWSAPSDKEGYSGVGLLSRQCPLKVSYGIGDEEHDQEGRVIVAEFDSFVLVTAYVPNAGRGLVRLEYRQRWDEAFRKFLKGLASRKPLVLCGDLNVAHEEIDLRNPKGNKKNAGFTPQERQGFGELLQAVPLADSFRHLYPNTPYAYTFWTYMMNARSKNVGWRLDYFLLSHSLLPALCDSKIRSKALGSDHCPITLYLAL
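Substrate: short duplex with […] THF abasic site, 5'-TAMRA and 3'-BHQ-2, 50 nM final. APE1 at 0.75 nM, preincubated 15 min RT with compound. Fluorescence increase from first to third read measured activity.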
POLB inh: DNA polymerase beta (human) inhibition; P06746; Pol beta primer extension/strand displacement, fluorescence kinetic; Potency, µM (doses to about 114 µM), for the others: top-dose activity change, negative = inhibition, hits mostly inhibitors; 1.3% of 340,000 active; also: potency is read from the fitted curve at half-maximal effect; % is scaled to controls: 0 for no effect and ±100 for the full control effect
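Reaction started by 50 nM substrate onto compound-treated Pol beta (10 nM, 15 min preincubation, room temperature); plates read at 0 min and 10 min. Normalized concentration-effect data fitted by four-parameter Hill equation.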
Apoferritin bind: candidate novel general anesthetic via apoferritin binding | P02791 | AID 485281 | 0.074% of 350,000 active | apoferritin/1-aminoanthracene competitive binding, fluorescence | Potency, µM (series often up to 77.5 µM), for inactives: at the top dose activity change, negative = displacement, usual class: inhibitors; also: potency is read from the fitted curve at half-maximal effect; % is scaled to controls: 0 for no effect and ±100 for the full control effect; nearly all actives have a fitted effect of over 20% in size
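In PBS, apoferritin at 10 uM is loaded with 1-AMA from a 50% saturated solution. After 10 min of compound exposure at ambient temperature, reduced 535 nm fluorescence indicates probe displacement.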
BLM inh: blocks DNA unwinding by human BLM helicase | AID 2528 | 0.2% of 350,000 active | recombinant BLM DNA unwinding, fluorescence dequenching | P54132 | Potency, µM (top dose mostly 56.1 µM), inactives show at the highest dose activity change, negative = inhibition, most hits filed as inhibitors;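 also: potency is read from the fitted curve at half-maximal effect; plate controls were vehicle for no effect and no enzyme for full effect; nearly all actives have a fitted effect of over 35% in size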
Pol iota inh: DNA polymerase iota (human) inhibition; Q9UNA4; Pol iota fluorescent replication assay, 10 min; Potency, µM (titrated, usually from 115 µM), without a hit: top-dose activity, negative = inhibition, actives largely listed as inhibitors; 1% of 390,000 active; also: potency is read from the fitted curve at half-maximal effect
Target sequence (Q9UNA4 whole entry, looked up): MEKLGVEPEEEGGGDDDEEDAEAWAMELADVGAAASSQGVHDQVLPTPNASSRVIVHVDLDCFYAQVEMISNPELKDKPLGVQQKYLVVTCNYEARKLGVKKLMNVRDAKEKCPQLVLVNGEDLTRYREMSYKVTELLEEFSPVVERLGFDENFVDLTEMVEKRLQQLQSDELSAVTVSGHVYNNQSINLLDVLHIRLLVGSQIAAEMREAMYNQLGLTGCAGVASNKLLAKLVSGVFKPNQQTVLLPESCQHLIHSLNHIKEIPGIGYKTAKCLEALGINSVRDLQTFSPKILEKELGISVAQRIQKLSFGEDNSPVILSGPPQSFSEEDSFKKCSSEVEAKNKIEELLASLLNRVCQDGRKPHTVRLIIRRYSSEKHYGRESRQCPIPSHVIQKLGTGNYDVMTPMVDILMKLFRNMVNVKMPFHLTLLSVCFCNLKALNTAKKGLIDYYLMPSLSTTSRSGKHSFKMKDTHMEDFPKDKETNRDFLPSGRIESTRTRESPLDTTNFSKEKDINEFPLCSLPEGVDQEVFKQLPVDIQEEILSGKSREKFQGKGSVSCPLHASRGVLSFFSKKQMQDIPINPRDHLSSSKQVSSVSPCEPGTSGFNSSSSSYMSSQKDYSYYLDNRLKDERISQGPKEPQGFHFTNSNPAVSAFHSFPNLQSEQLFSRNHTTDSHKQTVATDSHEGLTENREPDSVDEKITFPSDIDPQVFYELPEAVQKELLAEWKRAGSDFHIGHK
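Pol iota at 10 nM preincubated 15 min with compounds at room temperature; reaction started with fluorescent substrate, 50 nM final. Fluorescence read kinetically at 0 and 10 min; buffer-only wells as negative control.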
POLK inh: inhibitors of human DNA polymerase kappa; Q9UBT6; purified Pol kappa, fluorescent DNA synthesis assay, 10 min; Potency, µM (doses to about 107 µM), without a hit: at the highest dose activity, negative = inhibition, hits mostly inhibitors; 0.53% of 400,000 active; also: potency is read from the fitted curve at half-maximal effect; % is scaled to controls: 0 for no effect and ±100 for the full control effect
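10 nM Pol kappa preincubated 15 min at room temperature with compounds, then reaction started with substrate at 50 nM final. Fluorescence read kinetically at 0 and 10 min; buffer-only wells served as negative control.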
Glioma ERSR ind: induces the endoplasmic reticulum stress response in human glioma cells; U87-MG GRP78 promoter luciferase reporter, 16 h; Potency, µM, for inactives: at the highest dose activation, most hits filed as activators; 0.02% of 420,000 active; AID 602332; also: potency is read from the fitted curve at half-maximal effect; series mostly up to about 76 µM; % of control where 0% means no effect; nearly all actives have a fitted effect of over 35% in size
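Stably transfected U87-MG glioma cells carrying a GRP78-based luciferase sensor; 16 h compound incubation. Luminescence end-point read 10 min after Bright-Glo addition at room temperature.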
The depositor's hits bear a star; ? = inconclusive; / = not tested or not shown; & = joins results of further samples; [ ] = dose if it differs, or a comment. Unless noted, calls follow the shape of the dose curve; as a rule, active = well fitted curve in the direction sought with a large enough effect; inconclusive = small, poorly fitted or top-dose-only effect, or another doubt; inactive = no such curve, though single readings can be large; an effect the other way counts as inactive or inconclusive. Not all compounds are listed, so the mix of outcomes need not match the whole.

SMILES	LDHA block	POLH inh	APE1 inh	POLB inh	Apoferritin bind	BLM inh	Pol iota inh	POLK inh	Glioma ERSR ind
COc1ccc(OC)c(S(=O)(=O)n2nnc3cc(Cl)ccc32)c1	-16	-2%	4%	10%	-7%	5%	-20%	-10%	-4%
Cc1cccc(C(=O)NCCNc2nc3cc(C)c(C)cc3cc2C)c1	1	10%	-12%	0%	?	-6%	9%	-5%[60.1 µM]	-3%
COc1ccc(-n2c(SCC(=O)Nc3ccc(C(=O)O)cc3)nnc2-c2cccs2)cc1	1	7%	-5%	-6%	-6%	1%	1%	-3%	-5%
Cc1c(Cl)cccc1-c1ccc(CNCc2ccccn2)o1	2	-14%	25%	-2%	-19%	-4%	-5%	0%	-1%
O=C(NCc1ccccc1Cl)C1=Cc2cc(Br)ccc2OC1	1	-20%	/	2%	-12%	-7%	3%	-7%[60.1 µM]	-1%
CCC(C)(C(=O)NC1CCCC1)N(C(=O)c1ccccn1)c1ccc(C)cc1 (centres undefined)	-7	6%	-2%	15%	-1%	-7%	25%	-18%	-5%
CCOC(=O)NN1C(=O)c2ccccc2NC12CCCC2	0	-15%	0%	-1%	90%[activator]	-3%	56%[activator]	-3%	-6%
Cc1ccc(S(=O)(=O)N2CCN(C(=O)CN3C(=O)NC(C)(CCC(C)C)C3=O)CC2)c(C)c1 (centres undefined)	-3	2%	/	/	/	/	-8%	-5%	-4%
O=C(NS(=O)(=O)c1ccccc1Cl)c1ccc[nH]1	/	/	18%	?	5%	2%	/	/	/
O=c1[nH]c2ccccc2cc1CN(Cc1cccnc1)S(=O)(=O)c1ccc(Cl)cc1	-5	-18%	-5%	5%	-14%	-1%	0%	-1%	-5%
Cc1ccc(C(CNS(=O)(=O)c2ccc(C)cc2)N2CCN(C)CC2)cc1 (centres undefined)	-1	-6%	22%	/	/	/	8%	-4%	-5%
Cc1nc2c(ccc3nc(NC(=O)Cc4ccccc4)sc32)s1	-6	-15%	-8%	-30%	-6%	?	-13%	-4%	3%
Cc1cc(C(F)(F)F)nn1CC(=O)N1CCOCC1	-10	-9%	17%	-1%	-1%	-6%	4%	-7%	-1%
Cn1c(N2CCN(C(=O)NCc3ccccc3)CC2)nc2ccccc21	-11	1%	-6%	7%	-11%	0%	-5%	-8%	-5%
CCOC(=O)C1(S(=O)(=O)c2ccc(Cl)cc2)CCN(Cc2ccc(Cl)cc2)CC1	3	-12%	-2%	19%	-3%	-4%	?	-12%	-3%
Cc1cc(C(=O)C(=O)O)c(C)n1-c1ccc(Cl)c(Cl)c1	-5	-7%	-1%	0%	-10%	1%	-3%	3%	1%
CN(N=Nc1nc[nH]c1C(=O)NN)C1CCCCC1	-4	-10%	/	/	/	/	-24%	2%	0%
CC(C)c1ccc(C(=O)Nc2cc(-c3ccccc3F)nn2-c2ccccc2)cc1	-6	-2%	/	-17%	-14%	-3%	-3%	-7%[60.1 µM]	-1%
C/C(=N\NC(=O)c1cccc(N/N=C(\C)c2cc(O)ccc2O)c1)c1cc(O)ccc1O	-3	?	-6%	-20%	-13%	-15%	132%[activator]	-14%	4%
CCc1nc2ccc(C(=O)NC3CCC(C)CC3)cc2nc1CC (centres undefined)	-3	-16%	-1%	2%	-6%	-4%	19%	-22%	9%
CC1=C(C)CC(C(=O)Nc2nc(-c3ccc(F)cc3)c(C)s2)C(C(=O)O)C1 (centres undefined)	-7	-12%	-1%	-19%	0%	1%	7%	-4%	-3%
Cc1ccc(-c2noc(COc3ccc4c(c3)OCO4)n2)cc1	-3	-9%	1%	3%	4%	-4%	2%	-7%	-6%
COc1cccc(-c2ccc(NC(=O)C3CCCN(Cc4cnn(C)c4)C3)cc2)c1 (centres undefined)	-1	-17%	36%[activator]	54%	-23%	2%	44%[activator]	-5%	-4%
CN(C)C1=C(Cl)C(=O)N(c2ccc(Cl)c(Cl)c2)C1=O	-2	-11%	-1%	-23%	-6%	-4%	4%	7%	-3%
O=C(NCCc1ccc(Cl)cc1)C1CCC(CNc2nc(=S)[nH]c3ccccc23)CC1 (centres undefined)	-6	-23%	-3%	3%	-3%	-2%	134%[activator]	-10%	-3%
COc1ccc(N2CCN(CC(=O)Nc3ccccc3C(=O)NCc3ccccc3)CC2)cc1	5	-8%	6%	/	/	/	0%	-17%	2%
COc1cc(/C=C/C(=O)OCC(=O)N2CCOCC2)ccc1OCC#N	-6	-3%	-4%	19%	-4%	-3%	19%	-1%	-3%
CCn1c(C)c(C)c2cc(C(=O)NCCc3cc(OC)ccc3OC)ccc21	0	-18%	/	-2%	-3%	-5%	10%	-5%	-4%
O=C(CSc1ccc(-c2cccs2)nn1)Nc1ccccc1	-1&-3	-20%&10%	23%	?	-12%&-11%	-5%&-3%	19%&-7%	-6%&-18%	3%&-1%
CCn1c2ccccc2c2cc(NC(=O)c3ccc([N+](=O)[O-])cc3)ccc21	-2	-9%	?	-6%	-6%	-1%	-5%	-14%	1%
N#Cc1c(-c2ccco2)ccn(Cc2cccc(F)c2)c1=O	-8	-8%	-1%	-6%	-14%	-23%	173%[activator]	-7%	-4%
Cc1nnc(SCc2cc(=O)[nH]c(N3CCCCC3)n2)s1	-2	-10%	/	/	/	/	8%	-7%	-2%
COCCSc1ccccc1C(=O)N1CCCC(C)C1 (centres undefined)	2	9%	0%	21%	-3%	0%	10%	2%	-2%
CCOc1ccc(NC(=O)CC2C(=O)N(c3ccc(C)cc3)C(=O)N2CCC2=CCCCC2)cc1 (centres undefined)	4	-19%	/	5%	38%[activator]	-5%	-1%	-14%	-1%
Cc1cc(C)c(-c2cc([C@H](C)O/N=C\[C@@H](C)[C@H](OCc3ccccc3)C(C)C)on2)c(C)c1	/	/	-9%[12.4 µM]	/	-5%[15.3 µM]	-1%[12.4 µM]	/	/	-5%
O=Cc1ccc(N2CCCCC2)cc1	-3	-11%	-6%	1%	?	-8%	52%[activator]	-3%	-3%
CNc1cc(C)nc(N2CCOCC2)n1	-9	-16%	5%	9%	7%	-2%	42%[activator]	4%	-4%
N#Cc1ccccc1CSc1nc2ncc(Br)cc2[nH]1	-16&6&-3	-11%	4%	?	-3%	-6%	17%	-1%	1%&-1%
Cc1cccc(N/C(N)=N/c2nc3c(c(=O)[nH]2)CCCC3)c1	5	-14%	-3%	26%	-11%	-2%	10%	-2%	-7%
CCC(C)c1ccccc1NC(=O)C(C)N(C)Cc1cccc(OC)c1 (centres undefined)	-6	-26%	2%	-18%	3%	-10%	23%	-2%	-2%
CCCCCCCN1CCN=C1N(C)C	1	-6%	16%	/	/	/	-13%	10%	-3%
COc1ccc(C(c2nnnn2CCc2ccccc2)N2CCN(C3CCCC3)CC2)cc1 (centres undefined)	-4	0%	18%	3%	-12%	1%	5%	-11%	-4%
COc1ccc(Cl)cc1Nc1nc(N)c2ccccc2n1	-5	-17%	-6%	?	-4%	-7%	13%	-6%	10%
O=C(CCCCCn1c(=O)c2sccc2n(Cc2ccc(Cl)cc2)c1=O)NCc1ccc2c(c1)OCO2	-21	-9%	/	-23%	-6%	-5%	17%	6%	-1%
COc1ccc(C2C(C#N)=C(N)OC3=C2C(=O)CC(C)(C)C3)c(OC)c1OC (centres undefined)	1	-4%	1%	5%	-13%	0%	-5%	-1%	-3%
CCOC(=O)C1(CCOc2ccccc2)CCN(Cc2ccc(NC(C)=O)cc2)CC1	-18	-5%	5%	-22%	-12%	2%	7%	-11%	-2%
Cc1ccc([C@@H]2CC=C(C(=O)O)CN2S(=O)(=O)c2ccc(C)cc2)cc1	-3	-8%	-3%	/	/	/	-1%	-9%	-7%
CCc1ccc(NC(=O)C(=O)NCC2CCCO2)cc1 (centres undefined)	-8	1%	16%	52%	1%	-3%	-19%	-5%	-6%
CC1=NNC(=O)C1CC(=O)N/N=C(/C)c1cccc([N+](=O)[O-])c1 (centres undefined)	-12	-9%	0%	-11%	-4%	0%	168%[activator]	-5%	2%
O=C(CN1C(=O)COc2ccc(S(=O)(=O)N3CCCCC3)cc21)NCc1ccc(Cl)cc1	1&-10	-17%&-14%	-19%	5%&42%	-14%&3%	-4%&-3%	2%&-1%	6%&-9%	-3%&-4%
Cc1ccc(CSCc2ccc(C(=O)NCCc3ccc(Cl)cc3)o2)cc1	1	-3%	/	-20%	53%[activator]	-8%	-23%	-4%[60.1 µM]	-6%
CCCOc1ccc(/C(O)=C2/C(=O)C(=O)N(CCN(CC)CC)C2c2ccncc2)cc1 (centres undefined)	/	/	-3%	2%	-3%	-1%	/	/	/
FC(F)(F)c1ccc(N2CCOCC2)c(Nc2nc3ccccc3n3cnnc23)c1	17	-19%	0%	32%	2%	-9%	9%	-5%	6%
CC1(C)SC2c3ccccc3C(=O)N2[C@@H]1C(=O)NC1CC1 (some centres undefined)	-2	-7%	37%	40%	-4%	0%	2%	2%	-2%
Cc1cc(N2CCCC2)ccc1NC(=O)COc1ccc(Cl)cc1	4	-17%	7%	/	/	/	-9%	-13%	-5%
COc1ccc(C(C)=O)c2c1OCCO2	-4	-18%	10%	14%	-3%	2%	10%	-5%	-1%
CC1(C)CC(=O)C=C(NCCc2ccc(S(N)(=O)=O)cc2)C1	-3	-16%	-4%	17%	-2%	-4%	2%	0%	-5%
O=c1[nH][nH]c(C(F)(F)F)c1C=NCc1cccs1	-10	5%	-2%	-17%	-6%	-6%	7%	2%	-2%
Cc1cc(C)cc(NC(=O)N2CCC(NC(=O)c3ccco3)CC2)c1	-2	-4%	17%	-13%	1%	-1%	13%	1%	-3%
COc1cccc(C(=O)Nc2ccc(C)cc2)c1	4	-11%	0%	-2%	-13%	0%	-3%	-4%	0%

Some entries already given, limited to LDHA block, Pol iota inh and Glioma ERSR ind.
| compound | LDHA block | Pol iota inh | Glioma ERSR ind |
| --- | --- | --- | --- |
| N#Cc1c(-c2ccco2)ccn(Cc2cccc(F)c2)c1=O | -8 | 173%[activator] | -4% |
| CCOc1ccc(NC(=O)CC2C(=O)N(c3ccc(C)cc3)C(=O)N2CCC2=CCCCC2)cc1 (centres undefined) | 4 | -1% | -1% |
